PDI turbidity – inhibitors of human PDI, primary screen, biochemical, turbidity, single point, plate reader. inhibition, % at 10 µM. PDI insulin aggregation turbidity, A650, 90 min. 350,000 compounds, 0.052% hits. Protein disulfide-isomerase (Homo sapiens), P07237. AID 588391, 2011;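 active = mean inhibition across replicates of 30% or more, whatever share of single replicates reach that level; inconclusive = mean inhibition below 30% while every single replicate reaches 30%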;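 also: absorbance from insulin aggregation driven by PDI reduction with DTT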
Target sequence (P07237 whole entry, looked up): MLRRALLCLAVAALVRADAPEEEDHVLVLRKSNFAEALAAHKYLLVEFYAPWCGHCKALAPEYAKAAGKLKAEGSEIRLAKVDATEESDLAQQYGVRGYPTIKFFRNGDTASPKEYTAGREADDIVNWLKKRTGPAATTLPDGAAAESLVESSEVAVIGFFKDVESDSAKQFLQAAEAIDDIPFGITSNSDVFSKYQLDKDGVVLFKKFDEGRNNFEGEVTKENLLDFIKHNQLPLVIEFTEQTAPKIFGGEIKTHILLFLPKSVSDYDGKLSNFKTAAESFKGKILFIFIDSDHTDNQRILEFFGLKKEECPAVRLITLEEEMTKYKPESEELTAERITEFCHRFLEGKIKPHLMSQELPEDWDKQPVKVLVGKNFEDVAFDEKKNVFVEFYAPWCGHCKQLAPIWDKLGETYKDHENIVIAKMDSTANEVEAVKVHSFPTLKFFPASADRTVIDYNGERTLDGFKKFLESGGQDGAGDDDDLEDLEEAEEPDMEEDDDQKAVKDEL
aDG glyco act – activators of alpha-DG glycosylation, primary screen, uHTS, Pro5-aDG cells, AlphaScreen | alpha-DG glycosylation AlphaScreen (IIH6); 0% Pro5, 100% B10-LARGE cell signal | activation, % at 10 µM | 360,000 compounds, 0.22% hits | AID 624168, 2012;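 active = activation of at least 8% versus controls, or a plate z-score of at least 8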;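 also: Pro5 are CHO cells carrying HIG-tagged alpha-DG that lacks glycosylation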
NR2E3 ag-1 – inhibitors of NR2E3-RetCOR corepressor binding, primary screen, NR2E3 agonist project, biochemical, TR-FRET, GST-NR2E3, biotin-RetCOR. 1536-well. Photoreceptor-specific nuclear receptor (Homo sapiens), Q9Y5X4. 320,000 compounds, 0.12% hits. AID 2300, 2010. inhibition of corepressor binding, % at 4.78 µM;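 active = percent inhibition above the cutoff of mean plus 3 SD of all tested compounds, set per screening campaign, cut at about 20% in these data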;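 also: 0% = DMSO wells and 100% = biotin wells as full block of FRET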
Target sequence (Q9Y5X4 whole entry, looked up): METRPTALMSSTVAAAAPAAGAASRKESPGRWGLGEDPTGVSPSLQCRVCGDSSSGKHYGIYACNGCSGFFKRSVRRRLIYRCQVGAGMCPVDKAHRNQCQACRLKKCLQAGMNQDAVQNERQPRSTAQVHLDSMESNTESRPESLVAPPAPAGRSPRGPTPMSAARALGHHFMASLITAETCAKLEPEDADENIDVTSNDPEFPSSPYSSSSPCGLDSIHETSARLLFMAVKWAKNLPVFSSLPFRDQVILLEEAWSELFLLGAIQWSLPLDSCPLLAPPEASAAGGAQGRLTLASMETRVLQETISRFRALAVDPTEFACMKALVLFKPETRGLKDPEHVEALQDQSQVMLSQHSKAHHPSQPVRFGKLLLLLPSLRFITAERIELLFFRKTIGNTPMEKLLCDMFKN
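System: GST-NR2E3 and biotin-RetCOR proteins; probe or stimulus: 7 nM biotin-RetCOR; doses: compound at 4.8 µM, single dose; schedule: Compound–protein incubation for 5 h at 4 °C; detection: time-resolved FRET; read-out: percent inhibition; controls: biotin wells as high control, 0.6% DMSO wells as low control; format: 1536-well plates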
Granule exo inh – LAMP-1 surface exposure blockers, TALL-104 cells – cell-based, flow cytometry, MLPCN library, primary screen. TALL-104 LAMP-1 surface exposure; cells stimulated with thapsigargin and PMA. inhibition, % at 10 µM. 360,000 compounds, 0.66% hits. AID 651702, 2012;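 active = inhibition above about 55%, limit read from the data; inconclusive = no clear call, values can overlap the other calls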
Vif inh – HIV Vif self-association inhibitors, primary screen, imaging, HEK293T, single point; 340,000 compounds, 0.35% hits; HEK293T cells, Vif self-association by quenched fluorescence, 24 h; inhibition, % at 7.49 µM; in the data active = inhibition above about 50%, passing the limit was not always enough; inconclusive = no clear call, values can overlap the other calls; inactive = below about 31%; also: some results filed as inactive read as strong as hits
NR2E3 ag-2 – NR2E3 agonists in two-hybrid cells, primary screen, cell-based, luminescence, CHO-S, Gal4-NCOR/VP16-NR2E3. Photoreceptor-specific nuclear receptor (Homo sapiens), Q9Y5X4. luciferase. inhibition of corepressor binding, % at 3.98 µM. 360,000 compounds, 0.35% hits. AID 602229, 2012;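 active = inhibition above the mean of all tested compounds plus 3 SD, cut at about 70% in these data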;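 also: 0% = DMSO with NR2E3 transfected cells and 100% = cells lacking NR2E3 construct; higher means lower luciferase signal from less NR2E3 corepressor binding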
hiPSC survival – enhancers of single-cell hiPSC survival, primary screen, ATPlite luminescence. 360,000 compounds, 0.044% hits. 100% = ROCK inhibitor wells, 0% = DMSO. survival enhancement, % at 20 µM. AID 602274, 2012; in the data active = survival enhancement above about 18%;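 also: cells exposed to compounds for 16 hours before the ATP read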
TRPM1 prom inh – inhibitors of MITF-dependent TRPM1 promoter reporter, primary screen, cell-based, SK-MEL-5, single point, luciferase; AID 488899, 2010; 330,000 compounds, 0.83% hits; inhibition, % at 12.5 µM; SK-MEL-5 TRPM1 promoter luciferase, 24 h;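 active = mean inhibition across replicates of 60% or more, whatever share of single replicates reaches that level; inconclusive = some that reach 60%, reason not given; inactive = mean inhibition across replicates below 60%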; also: values of inactives mirror those of a sister screen read the other way
CaV13 FRET inh – Primary screen for inhibitors of IQ motif and Ca2+-dependent inactivation inhibitor domain binding in CACNA1D, Förster resonance energy transfer in living cells, …; HEK cells, CFP/YFP FRET ICDI-IQ, plate reader, 10 min; percent FRET-ratio fall versus neutral wells; inhibition, % at 12.3 µM; 340,000 compounds, 0.098% hits; AID 743397;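 active = mean replicate inhibition of at least 30% and at least 1% of replicates passing that level; inconclusive = only one of the two criteria is met; inactive = neither criterion is met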;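 also: 0% = median of the neutral control wells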
HIF-2a block – HIF-2a reporter inhibitors, primary screen, luminescence, 786-0 RCC cells. 786-0 RCC cells HIF-2a reporter, luciferase luminescence, overnight. inhibition, % at 18.8 µM. 360,000 compounds, 0.72% hits. AID 624352, 2012;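 active = inhibition of the luminescence signal of 40% or more relative to plate controls, in a single-dose primary screen at 18.75 µM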
Peg3 promoter – Peg3 promoter-driven luciferase inhibitors, primary screen, cell-based, HeLa, luciferase luminescence | AID 588405, 2011 | 360,000 compounds, 1.7% hits | HeLa PEG-Prom luciferase reporter, overnight | inhibition, % at 20 µM;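 active = inhibition of at least 50% at 20 µM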
Active calls of the source: *; ? = inconclusive; . = no result given.

SMILES	PDI turbidity	aDG glyco act	NR2E3 ag-1	Granule exo inh	Vif inh	NR2E3 ag-2	hiPSC survival	TRPM1 prom inh	CaV13 FRET inh	HIF-2a block	Peg3 promoter
O=C(Nc1cc(F)ccc1F)C1CCCN(c2ncnc3c2nc2n3CCCCC2)C1 (stereo unspecified)	-5	1.5	-1	14	-3	-25	-0.3	7	-5	8	52*
COc1ccc(S(=O)(=O)N(C)C[C@H]2Oc3c(NC(=O)Nc4ccc(C(F)(F)F)cc4)cccc3C(=O)N([C@H](C)CO)C[C@@H]2C)cc1	-1	2.5	.	54	1	-15	-3.0	8	.	0	21
COc1ccc(-c2[nH]ncc2/C=C(/C#N)C(=O)NC2CCCCC2)cc1	2	0.1	2	1	10	-10	-3.8	9	-4	19	36
Cc1c(Cl)cccc1N/C(=N/S(=O)(=O)c1cccs1)c1ccccc1	-1	1.0	1	-3	-2	-33	1.0	-5	-6	13	12
CC(=O)N1Cc2ccccc2C(C)CC12CCCCC2 (stereo unspecified)	21	0.2	2	0	-6	0	-1.2	8	-3	20	18
CC(=O)Nc1ccc(N2C(=O)CC(N3CC(C)OC(C)C3)C2=O)cc1 (stereo unspecified)	-6	0.2	1	-5	0	-18	-1.3	5	-5	16	7
OCC[C@@H]1C[C@H](O)[C@@H](O)[C@]2(Cc3ccccc3O2)O1	-1	0.1	3	-4	1	-17	-2.0	-9	.	18	17
CCC(C)[C@H]1CNC(=S)N1CCc1cc(C(F)(F)F)cc(C(F)(F)F)c1 (stereo partly specified)	1	0.6	2	2	-1	48	2.7	5	-11	9	-2
Cc1csc(NC(=O)CSc2nnc(-c3ccco3)n2C)n1	-7	0.1	-1	-3	2	14	15	8	-5	7	-21
COc1ccccc1CNCC(O)(c1ccc(F)cc1)c1ccc(F)cc1	3	0.1	-6	37	-3	-36	0.3	-5	-5	22	-11
O=C(NCc1ccc2c(c1)OCO2)c1ccc(CSCc2ccccc2Cl)o1	1	0.0	1	9	-2	-38	-2.6	8	-7	-13	-2
COC(=O)c1cccc(F)c1C(=O)c1cccc2ccccc12	4	-0.2	.	8	24	-14	0.6	17	-6	12	22
O=C(Nc1ccc2c(c1)OCCO2)c1c(Cl)cccc1Cl	-2	-0.3	.	12	8	-69	-1.7	.	-5	-49	-39
CCN(CC)S(=O)(=O)c1ccc2c(c1)nc(CCC(=O)OCC(=O)Nc1c(F)cccc1F)n2C	-14	1.3	-3	10	-11	-12	-1.3	8	-4	15	-5
COc1cc(CC(=O)OCC(=O)NCc2cccs2)cc(OC)c1OC	-3	0.0	.	-1	9	6	-1.7	-6	-3	16	14
CCOC(=O)CNC(=S)N1CCn2c(nc3ccccc32)C1	7	0.5	5	-2	-5	2	4.2	8	-5	10	-1
O=C(Nc1ccc(Br)cc1)C1CCC(=O)N1Cc1ccccc1Cl (stereo unspecified)	-5	0.1	3	-4	?	26	-3.6	-14	-8	13	23
Cc1cc(NC(=O)CN(C)S(=O)(=O)c2cnc[nH]2)ccc1Br	-8	-0.3	4	0	3	-12	-0.4	-10	-3	-31	-12
CN(C)CCCNc1nc2cc(-c3cnn(Cc4ccccc4)c3)sc2c(=O)n1C	-2	-0.2	.	0	.	-18	3.6	.	-7	-41	-4
O=c1c2cn[nH]c2[nH]c(=S)n1-c1ccccc1	-7	-0.1	2	1	-1	-4	2.2	5	-5	14	7
NCCCC[C@H]1CN=C(N)N1CCc1cccc2ccccc12	8	-0.1	-3	1	2	22	0.9	9	2	6	-21
COc1cc(N(CCCn2cnc3c(SC)ncnc32)CCCn2cnc3c(SC)ncnc32)cc(OC)c1OC	4	0.5	.	6	-18	-4	0.2	.	-8	9	-3
COc1ccc(-c2nc(SC)n(C(=O)c3ccco3)n2)cc1	-2	0.3	3	4	3	-72	-4.2	-29	.	-139	-104
NC(=O)[C@@H]1[C@@H]2C(=O)N(c3ccc(F)cc3)C(=O)[C@@H]2[C@H]2C=Cc3ccccc3N21	-129	-0.2	-4	9	1	-35	-0.4	.	-3	-23	0
O=C(c1cccc(Cl)c1)C1CCCN(Cc2ccc(N3CCNC3=O)cc2)C1 (stereo unspecified)	-3	0.6	2	0	-6	-8	0.0	4	10	0	10
Cc1c(Cl)cccc1NC(=O)C1C2C=CC(C2)C1C(=O)O (stereo unspecified)	-2	0.0	0	-6	-2	-5	3.7	3	-6	16	14
Cc1ccc(S(=O)(=O)NC2=NCN(CCOC(=O)c3ccccc3)CN2)cc1	0	0.0	4	-2	.	-13	-0.8	6	-8	4	5
CC12C=CC3(CN(Cc4ccccc4)C(=O)C3C1C(=O)NCc1ccco1)O2 (stereo unspecified)	5	0.3	0	-1	0	15	0.0	-3	-5	8	9
O=C(O)COC(=O)C1C(c2ccccc2)C(C(=O)O)C1c1ccccc1 (stereo unspecified)	-7	-0.2	8	2	19	-17	1.0	9	-5	10	10
Cc1ccnc(NC(=O)CCC2CCCCC2)c1	-2	0.1	0	-4	21	-31	-1.8	-44	-6	-222	-254
Cc1ccc(-n2c(SCC(N)=O)nc3c(oc4ccccc43)c2=O)cc1	8	-0.1	-1	-13	0	6	0.0	-1	-15	3	26
CC(=O)Nc1ccc(NS(=O)(=O)c2cc(-c3cnc(C4CC4)o3)ccc2C)cc1	3	0.5	-2	1	-2	4	-0.6	-5	-2	29	27
COc1cccc(CN2CCNC(=O)C2CC(=O)NCCCN2CCCC2=O)c1 (stereo unspecified)	-2	0.0	5	-13	19	-16	0.3	1	-3	10	14
CCOC(=O)C1=CC[C@@H](c2ccncc2)N(S(=O)(=O)c2ccc(C)cc2)C1	.	0.7	.	-1	.	-29	8.6	.	-6	-8	28
CN(Cc1ccco1)C(=O)C(Cc1ccccc1)NS(=O)(=O)c1ccc2c(c1)CCC(=O)N2 (stereo unspecified)	-3	0.2	-2	-6	11	-11	0.0	-8	-3	2	-2
Cc1cccc(OCc2nnc(SCC(=O)N3CCc4ccccc43)n2C)c1	0	-0.1	2	2	-1	-24	-2.7	5	-5	12	3
COc1cccc(Nc2nc(N)c([N+](=O)[O-])c(N3CCOCC3)n2)c1	-2	0.0	2	4	-14	10	-0.1	-6	-4	-12	1
COc1ccc(F)cc1S(=O)(=O)Nc1cc2c3c(c1)CCN3C(=O)CC2	-3	-0.2	-2	1	10	11	-0.4	12	-7	2	-2
COCC(O)Cn1ccnc1[N+](=O)[O-] (stereo unspecified)	9	0.0	.	2	2	5	-2.3	.	-5	13	-7
COCCSc1ccccc1C(=O)N1CCc2ccccc21	-2	-0.1	.	-17	-5	-39	-0.6	9	-21	18	16
COc1ccc(C(C)=O)cc1COc1cccc2c1OC(C)(C)C2	2	0.5	.	2	17	-9	-0.4	15	-6	25	29
Cc1ccc(CC(=O)O/N=C(\N)c2ccncc2)cc1	-3	0.1	1	-7	-8	-2	-0.6	-4	-5	-47	-19
O=C1c2ccccc2C(=O)c2c1cccc2N1CCN(CCO)CC1	6	-0.4	-1	0	.	-3	1.2	-28	-8	-24	18
CC1=C(C(=O)N2CCCC(CCC(=O)NCc3ccc(F)c(F)c3)C2)OCCO1 (stereo unspecified)	1	-0.1	8	-3	-8	-41	-0.6	-10	-1	-31	-18
O=C1C(=O)N(CNc2cccnc2)c2ccccc21	1	0.3	-2	4	8	6	-1.6	-1	-4	7	20

Continued (2 carried over from the part before).
SMILES	PDI turbidity	aDG glyco act	NR2E3 ag-1	Granule exo inh	Vif inh	NR2E3 ag-2	hiPSC survival	TRPM1 prom inh	CaV13 FRET inh	HIF-2a block	Peg3 promoter
CC1=C(C(=O)N2CCCC(CCC(=O)NCc3ccc(F)c(F)c3)C2)OCCO1 (stereo unspecified)	1	-0.1	8	-3	-8	-41	-0.6	-10	-1	-31	-18
O=C1C(=O)N(CNc2cccnc2)c2ccccc21	1	0.3	-2	4	8	6	-1.6	-1	-4	7	20
COc1cc(C2c3c(-c4ccccc4)n[nH]c3C(=O)N2c2ccc(C(=O)O)cc2)ccc1O (stereo unspecified)	5	1.0	3	-2	13	-9	0.9	11	.	4	1
CCSc1nnc(NC(=O)CSc2nnc(Cc3cccn3C)n2CCc2ccccc2)s1	4	0.0	-5	-1	3	-3	-1.4	3	-5	-2	12
CCOc1ccc(S(=O)(=O)NCCC(=O)NCc2cccnc2)cc1	-2	0.0	-4	-2	-6	8	1.6	-6	-1	19	5
CCCS(=O)(=O)NC(=O)C1(C)CCN(C(=O)c2cc(C)oc2C)C1 (stereo unspecified)	-5	-0.1	.	11	3	2	-0.1	.	-6	0	1
CCCCOc1ccc(CNC(=S)N/N=C/c2ccc(OC)c(OC)c2)cc1	-3	3.4	1	10	-6	26	-0.3	2	-5	5	-15
CCc1cc(C(=O)OC)c(NC(=O)CC2NCCNC2=O)s1 (stereo unspecified)	1	-0.2	-2	-2	-9	16	-2.5	13	-6	11	5
CCOc1ccc(-n2c(SC)nc3c(c2=O)SCC3)cc1	-4	-0.2	3	-4	-3	-7	1.4	6	-5	20	-3
O=C1CC(C(=O)N2CCCc3ccccc32)CN1c1ccc(F)cc1 (stereo unspecified)	2	0.0	4	-2	-9	-9	-0.5	-9	-3	-38	-16
CCOC(=O)c1sc(NC(=O)CSc2ncccn2)c(C#N)c1C	-1	0.1	.	-6	2	3	6.3	-7	-5	7	17
O=C(NCCCSc1ccccc1)c1cnc(Cl)c(Cl)c1	-20	0.1	0	14	14	0	-0.5	-4	-3	3	-12
O=C(NN=Cc1c(F)cccc1F)c1ccccc1NS(=O)(=O)c1cccs1	-2	0.1	.	28	3	-27	-1.1	-8	-2	2	5
Cc1noc(C)c1COC(=O)c1ccc2c(c1)OCCO2	10	0.0	1	0	-5	-33	-0.2	-34	-4	-17	-20
CCCNC(=O)c1nc(C)n(-c2cc(Cl)cc(Cl)c2)n1	-5	0.1	0	9	2	1	-0.8	7	-3	-6	-11
COc1ccccc1NC(=O)C1CCN(S(=O)(=O)c2ccc3c(c2)NC(=O)C(C)S3)CC1 (stereo unspecified)	5	0.2	2	0	-1	23	-0.5	-1	-2	-25	-11
C[C@@H]1CNC(=O)c2c(C(=O)NCc3ccc(CNC(=O)OC(C)(C)C)cc3)ncn21	-10	-0.3	.	1	-2	-39	5.1	.	-5	2	36

Compound activity as filed in PubChem.
